Screening data: PubChem BioAssay, Southern Research Specialized Biocontainment Screening Center
M. tuberculosis HTS = M. tuberculosis growth inhibition, HTS (AID 449762). M. tuberculosis H37Rv growth inhibition, 7H9 media; higher % means a stronger effect. one-dose inhibition, % at 25 µM; IC50 in µM for titrated hits. 330,000 compounds, 0.59% hits; in the data active = a potency from the dose series; inconclusive = inhibition above about 70% without an active follow-up result;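 also: bacterial growth assessed after seven days of incubation; strong numbers were not always called active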
M. tuberculosis = growth inhibition of non-replicating M. tuberculosis (AID 488890); Mycobacterium tuberculosis non-replicating, growth inhibition; higher % means a stronger effect; inhibition, % at 25 µM; hits with a dose series show IC50 in µM; 320,000 compounds, 0.39% hits; in the data active = a potency from the dose series; inconclusive = inhibition mostly from about 82% at the one dose, without a potency; inactive = the rest, 99 in 100 with inhibition below about 76%;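 also: plate controls were DMSO cells for no effect and high antibiotic wells for full effect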
influenza NS1A = H1N1 influenza NS1A inhibitors, functional cell based assay (AID 504329). NS1A functional cell-based assay, percent inhibition; higher % means a stronger effect. one-dose inhibition, % at 12.5 µM; IC50 in µM for titrated hits. 340,000 compounds, 0.3% hits; in the data active = a potency from the dose series; inconclusive = inhibition above about 27% without an active follow-up result; also: strong numbers were not always called active
PhoP GFP inhibition = PhoP regulon inhibitors, Salmonella typhi PhoP promoter GFP reporter, confirmatory (AID 1850). Salmonella Typhi PhoP-promoter GFP reporter, fluorescence, 4 h; higher % means a stronger effect. inhibition, % at 50 µM, or IC50 in µM where a hit was titrated. 310,000 compounds, 0.33% hits; in the data active = a potency from the dose series; inconclusive = inhibition mostly from about 25% at the one dose, without a potency; inactive = the rest, 99 in 100 with inhibition below about 19%;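 also: 0% = induced wells with vehicle and 100% = uninduced wells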
inhibitors of VEEV = inhibitors of VEEV TC-83 cytopathic effect, confirmation, Vero cells (AID 588727); Vero cells, VEEV TC-83 cytopathic effect inhibition; higher % means a stronger effect; inhibition, % at 20 µM, or IC50 in µM where a hit was titrated; 350,000 compounds, 0.13% hits; in the data active = a potency from the dose series; inconclusive = inhibition mostly from about 14% at the one dose, without a potency; inactive = the rest, 99 in 100 with inhibition below about 12%; also: strong numbers were not always called active
inhibitors of VEEV 10K pilot screen = also measured in inhibitors of VEEV; calls as there; inhibition, %; measured here: 10K pilot screen inhibition
Active calls of the source: *; i = inactive; ? = inconclusive; . = no result given; & = joins results of further samples.

SMILES	M. tuberculosis HTS	M. tuberculosis	influenza NS1A	PhoP GFP inhibition	inhibitors of VEEV	others
Cc1cccc(NC(=O)c2cc3c(n(-c4ccccc4)c2=O)CCCC3=O)n1	.	.	-21%	.	3.9%
COc1cccc(CNC(=O)N2CCN(S(=O)(=O)c3ccc(C)cc3)CC2)c1	24%	6%	4%	-1%	1.8%
COCC(C)NC(=O)c1cc2cc(OC)ccc2[nH]1 (stereo not drawn)	-2%	-8%	-1%	4%	i
Cc1ccc(/C=C2/NC(=O)N(c3ccccc3)C2=O)o1	-1%	-2%	10%	12%	2.3%
CCCCCN(C(=O)CCC(=O)OCC(=O)N1CCCCC1C)c1c(N)n(CCCC)c(=O)[nH]c1=O (stereo not drawn)	-22%	-7%	-2%	3%	1.4%
Cc1cc(C)c(NC(N)=S)c(C)c1	0%	71%	.	10%	0.1%
Cc1coc(C)c1C(=O)CC1(O)C(=O)N(C)c2ccc(Cl)cc21 (stereo not drawn)	-1%	30%	1%	-5%	i
CCOC(=O)c1sc(SCc2ccccc2)c2c1CC(C)(C)CC2=O	3%	24%	5%	-6%	0.6%	inhibitors of VEEV 10K pilot screen=2.0
CS(=O)(=O)N(CC(=O)N/N=C/c1ccccc1C(=O)O)c1cccc(Cl)c1Cl	0%	1%	19%	10%	i
COCC(C)n1c(C)cc(C(=O)CSc2nnnn2C2CCCC2)c1C (stereo not drawn)	-10%	21%	-7%	.	0.6%
O=C(CN1C(=O)C2CCCCN2C(=O)c2ccccc21)N1CCCc2ccccc21 (stereo not drawn)	-3%	8%	2%	5%	i
c1ccc(N=P(N2CCOCC2)(N2CCOCC2)N2CCOCC2)cc1	1%	-14%	-4%	8%	0.5%
CCOC(=O)c1c(C)oc2c1c(C(c1cccnc1)N1CCOCC1)c(O)c1ccccc12 (stereo not drawn)	60%	-2%	1%	2%	12%
CN1CCN(S(=O)(=O)c2cccc(C(=O)Nc3cc(C(F)(F)F)ccc3N3CCCC3)c2)CC1	4%	-10%	-12%	-1%	0.2%
COc1ccc(CCNc2oc(-c3ccc(OC)c(OC)c3)nc2C#N)cc1	0%	23%	25%	-4%	3.3%
COc1ccc(CCNC(=O)c2c(N)n(CCN3CCOCC3)c3nc4ccccc4nc23)cc1OC	17%	6%	-26%	6%	4.0%
C#CCn1cnc2c(cnn2-c2ccc(C)c(C)c2)c1=O	2%	7%	-9%	1%	6.9%
O=C(Nc1ccccc1)N1CCn2c(nc3ccccc32)C1	0%	22%	1%	-4%	1.4%
Nc1nc(-c2ccc3c(c2)OCCO3)cs1	?	18%	-21%	-1%	5.4%
Cc1nc(Nc2ccccc2F)c2nnn(Cc3ccccc3Cl)c2n1	-2%	-6%	-8%	-5%	0.7%
COCc1cc(C)nc(N2CCCCC2)c1C#N	-2%	8%	3%	-5%	1.8%
CC(N)Cc1ccccc1Sc1ccc(O)cc1 (stereo not drawn)	-4%	69%	.	0%	.
CCCn1c(SC(C)C(=O)NCC2CCCO2)nc2cc(Cl)ccc2c1=O (stereo not drawn)	0%	9%	11%	-8%	5.9%
COc1ccccc1NC(=O)Cn1cnc2c1c(=O)n(C)c(=O)n2C	4%	-1%	2%	6%	0.8%
N#Cc1c(C#N)c(O)c2ccccc2c1O	-3%	-19%	-4%	4%	0.1%
Further structures:
SMILES	M. tuberculosis HTS	M. tuberculosis	influenza NS1A	PhoP GFP inhibition	inhibitors of VEEV	others
CCn1c(CC(=O)Nc2ccc(Cl)c(Cl)c2)nnc1SCc1ccc(Cl)cc1	-4%	1%	-4%	3%	1.8%
NC(=O)C1CCN(C(=O)c2cc3ccccc3cc2O)CC1	-4%	-5%	1%	1%	0.2%
O=C(COC(=O)c1ccco1)Nc1nc2c(F)c(F)c(F)cc2s1	1%	5%	5%	-4%	10%
CSCC[C@H](NC(=O)OC(C)(C)C)C(=O)N1CCC(C(=O)N[C@@H](C)C(=O)NC(C)c2ccccc2)CC1 (stereo partly drawn)	-7%	29%	4%	9%	0.1%
CCN(CC)S(=O)(=O)c1cccc(-c2nnc(C(=O)c3ccc(C(F)(F)F)cc3)o2)c1	-4%	3%	-4%	5%	0.8%
C=Cc1ccc(C(=O)N2CCCC(CCC(=O)N3CCN(c4ccccn4)CC3)C2)cc1 (stereo not drawn)	2%	12%	-8%	-9%	1.1%
CCOC(=O)Cc1csc(NS(=O)(=O)c2cc(Cl)ccc2Cl)n1	2%	4%	-3%	-9%	0.9%
O=C(NCc1ccco1)/C(=C/c1ccc([N+](=O)[O-])cc1)NC(=O)c1ccco1	-2%	1%	-3%	4%	1.1%
CC(C)(C)C(=O)N1CCN(CCN2C(=O)c3cccc4cccc(c34)C2=O)CC1	-4%	-26%	-21%	-4%	0.8%
COc1ccc(CCNC(=O)Cn2nc(C)c3c(C)n(-c4ccccc4)nc3c2=O)c(OC)c1	0%	3%	-2%	4%	1.5%
O=C(COC(=O)/C=C/c1ccc(Cl)cc1)NCCc1ccccc1	15%	70%	-5%	2%	0.6%
CCN(Cc1nc2ccccc2c(=O)[nH]1)C(=O)COc1ccccc1Cc1ccccc1	.	.	-12%	.	2.0%
CCC(=O)Nc1ccc(/C=C(\C(C)=O)C(=O)c2ccccc2)cc1	2%	8%	4%	-1%	3.4%
CCOC(=O)C(Cc1ccccc1)NC(=O)CCCC(=O)c1ccccc1 (stereo not drawn)	1%	-3%	15%	-3%	i
C=CCn1c(SCC(=O)c2cc(C)n(CC3CCCO3)c2C)nnc1-c1ccccc1 (stereo not drawn)	-8%	31%	13%	8%	5.3%
COc1ccc(Br)cc1/C=N/Nc1ccccn1	4%	13%	-4%	-1%	i
Cc1nc(C(F)(F)F)c(C(=O)N=CN(C)C)s1	0%	-18%	8%	-2%	0.2%
O=c1[nH]c(-c2cccs2)nc2ccccc12	5%	-1%	18%	3%	1.0%
CC(=O)N1c2ccccc2CCc2ccc([N+](=O)[O-])cc21	10%	20%	-11%	-10%	i
CCN(CC)C(=O)c1ccc(S(=O)(=O)c2ccccc2)cc1	0%	-18%	-7%	0%	2.9%
COP(=S)(OC)Oc1ccc(SC)c(C)c1	.	.	-5%	.	1.5%
CC(C)(C)NC(=O)C1CC(=O)N(CCc2ccc(F)cc2)C1 (stereo not drawn)	6%	-3%	0%	-4%	0.3%
O=c1n(CCCN2CCN(c3cccc(Cl)c3)CC2)nc2ccccn12	-3%	-3%	-1%	5%&0%	1.0%
Cc1cccn2c(=O)c3cc(C(=O)NCC4CCCO4)c(=N)n(C4CCCCC4)c3nc12 (stereo not drawn)	11%	9%	8%	-4%	2.4%
O=C(Nc1cccc(Cl)c1)Nc1nnc(CSCCOc2ccc(Cl)cc2)s1	9%	-6%	5%	-7%	4.4%
(more compounds)
SMILES	M. tuberculosis HTS	M. tuberculosis	influenza NS1A	PhoP GFP inhibition	inhibitors of VEEV	others
Cn1c(CN2CCCCC2)nc2cc(NC(=O)c3cccs3)ccc21	-11%	-1%	-4%	2%	0.9%
CC(C)C(=O)Nc1nnc(SCC(=O)Nc2ccc3c(c2)OCO3)s1	-8%	3%	0%	-3%	1.5%
Cc1noc(C)c1C(=O)OCC(=O)NCCC1=CCCCC1	2%	39%	11%	1%	1.2%
COc1cnn(-c2ccc(Br)cc2)c(=O)c1SCc1ccccc1	2%	68%	-7%	-3%	0.6%
CCOC(=O)c1cnn2c(C)cc(-c3ccc(F)cc3)nc12	2%	0%	-4%	15%	4.5%
COc1ccc(NC(=O)COc2ccc(-c3nn(C)c(=O)c4ccccc34)cc2)cc1	1%	37%	2%	-1%	0.2%
COc1c(Cl)ccc(Cl)c1C(=O)NCc1ccco1	-6%	-6%	2%	1%	i
Cc1c(Cl)c(-c2n[nH]c(=S)n2-c2ccccc2)nn1C	-3%	-18%	1%	-5%	i
Nc1ccc(-c2nc3ncccc3o2)c(O)c1	42%	.	-4%	7%	i
Cc1nc2c(C(=O)NCc3ccco3)cnn2c(C)c1Cc1ccc(F)cc1Cl	2%	6%	5%	-9%	0.5%
O=C(NNc1cccc(Cl)n1)C(F)(F)F	1%	1%	0%	8%	4.2%
O=C(CCS(=O)(=O)c1ccc(Cl)cc1)NCCc1c[nH]c2ccccc12	-3%	25%	7%	2%	0.4%
Cc1ccccc1CN(c1ccc(C(N)=O)cc1)S(C)(=O)=O	-3%	-3%	-22%	-8%	i
Cc1nc(-c2cccc(S(=O)(=O)N3CCOCC3)c2)cs1	-7%	-17%	1%	-14%	2.2%
CC(C)c1ccc(NC(=O)C2C3C=CC4(O3)C2C(=O)N(CCCN2CCCCC2)C4C(=O)NC2CCCCC2)cc1 (stereo not drawn)	-2%	2%	9%	3%	i
CCCN(CCC)CCCNC(=O)CNC(=O)c1nn(-c2ccc(OC)cc2)c(=O)c2ccccc12	2%	-11%	3%	0%	i
Cc1nc(SCc2ccccc2C)n[nH]1	-9%	8%	-9%	-1%	2.6%
CCOc1ccc(S(=O)(=O)Nc2ccc(C(=O)NNC(=O)c3ccncc3)cc2)cc1	-3%	52%	-7%	6%	3.4%

2 compounds drawn at random from the list so far, as already listed:
SMILES	M. tuberculosis HTS	M. tuberculosis	influenza NS1A	PhoP GFP inhibition	inhibitors of VEEV	others
Cn1c(CN2CCCCC2)nc2cc(NC(=O)c3cccs3)ccc21	-11%	-1%	-4%	2%	0.9%
O=C(CCS(=O)(=O)c1ccc(Cl)cc1)NCCc1c[nH]c2ccccc12	-3%	25%	7%	2%	0.4%

In the list so far, 14 contain a Cl atom.
SMILES	M. tuberculosis HTS	M. tuberculosis	influenza NS1A	PhoP GFP inhibition	inhibitors of VEEV	others
Cc1coc(C)c1C(=O)CC1(O)C(=O)N(C)c2ccc(Cl)cc21 (stereo not drawn)	-1%	30%	1%	-5%	i
CS(=O)(=O)N(CC(=O)N/N=C/c1ccccc1C(=O)O)c1cccc(Cl)c1Cl	0%	1%	19%	10%	i
Cc1nc(Nc2ccccc2F)c2nnn(Cc3ccccc3Cl)c2n1	-2%	-6%	-8%	-5%	0.7%
CCCn1c(SC(C)C(=O)NCC2CCCO2)nc2cc(Cl)ccc2c1=O (stereo not drawn)	0%	9%	11%	-8%	5.9%
CCn1c(CC(=O)Nc2ccc(Cl)c(Cl)c2)nnc1SCc1ccc(Cl)cc1	-4%	1%	-4%	3%	1.8%
CCOC(=O)Cc1csc(NS(=O)(=O)c2cc(Cl)ccc2Cl)n1	2%	4%	-3%	-9%	0.9%
O=C(COC(=O)/C=C/c1ccc(Cl)cc1)NCCc1ccccc1	15%	70%	-5%	2%	0.6%
O=c1n(CCCN2CCN(c3cccc(Cl)c3)CC2)nc2ccccn12	-3%	-3%	-1%	5%&0%	1.0%
O=C(Nc1cccc(Cl)c1)Nc1nnc(CSCCOc2ccc(Cl)cc2)s1	9%	-6%	5%	-7%	4.4%
COc1c(Cl)ccc(Cl)c1C(=O)NCc1ccco1	-6%	-6%	2%	1%	i
Cc1c(Cl)c(-c2n[nH]c(=S)n2-c2ccccc2)nn1C	-3%	-18%	1%	-5%	i
Cc1nc2c(C(=O)NCc3ccco3)cnn2c(C)c1Cc1ccc(F)cc1Cl	2%	6%	5%	-9%	0.5%
O=C(NNc1cccc(Cl)n1)C(F)(F)F	1%	1%	0%	8%	4.2%
O=C(CCS(=O)(=O)c1ccc(Cl)cc1)NCCc1c[nH]c2ccccc12	-3%	25%	7%	2%	0.4%
